# SKN-1 inh – blocks SKN-1 activity in C. elegans. C. elegans VP596 Pgst-4::GFP/RFP ratio, acrylamide-induced, 24 h. inhibition, % at 21.8 µM. hit rate 0.49% among 360,000. AID 624304;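 active = interference check ratio from 0.5 to 1.5 plus GFP to RFP signal ratio inhibition reaching or exceeding a fixed threshold, cut at about 30% in these data, passing the limit was not always enough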; also: some compounds called inactive have numbers as strong as hits
# NadD block – NadD (S. aureus) enzyme inhibition; AID 602399; hit rate 0.78% among 360,000; inhibition, % at 20 µM; purified NadD enzyme, colorimetric absorbance read-out; in the data active = inhibition above about 26%; also: some compounds past the cut are filed as inactive
# TbMetRS inhib – blocks T. brucei methionyl-tRNA synthetase activity | purified T. brucei MetRS, ATP depletion, Kinase-Glo luminescence | inhibition, % at 11.9 µM | hit rate 0.4% among 360,000;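 active = inhibition above a per-plate cutoff of the control wells' mean inhibition plus 3 SD, cut at about 5.5% in these data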;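 also: 0% = DMSO wells median and 100% = median of wells with control inhibitor compound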
#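 Test system: purified T. brucei MetRS enzyme. Also added: ATP, methionine and E. coli bulk tRNA substrates. Compound: 11.9 µM single point. Schedule: 15 min enzyme-compound preincubation, 2 h reaction, 10 min detection, 25 °C. Signal: luciferase luminescence of residual ATP, Kinase-Glo. Evaluation: percent inhibition versus plate control medians. Controls: DMSO wells, low control.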
# SUMO1 PPI mod – SUMO1-SIM interaction modulation. P63165. SUMO1 binding to a labelled peptide, TR-FRET, 1 h. inhibition, % at 20 µM. hit rate 0.33% among 360,000. AID 602429; in the data active = inhibition above about 37%
# Target sequence (P63165 whole entry, looked up): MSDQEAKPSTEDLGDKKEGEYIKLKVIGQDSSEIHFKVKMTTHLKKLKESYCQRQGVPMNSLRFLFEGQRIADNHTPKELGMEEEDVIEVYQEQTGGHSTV
# DNMT1 block – blocks human DNA methyltransferase DNMT1. P26358. DNMT1 molecular beacon, Hinp1I cleavage, fluorescence. inhibition (reported as % activation of signal), % at 10 µM. hit rate 0.83% among 360,000; in the data active = inhibition above about 50%
# LMPTP block – LMPTP (human) inhibition; P24666; inhibition, % at 20 µM; hit rate 0.22% among 360,000; recombinant LMPTP-A, OMFP fluorogenic substrate, fluorescence intensity;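 active = compounds that cut the enzyme signal by at least half of the control window in the single-dose screen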;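 also: plate controls were DMSO wells with enzyme plus substrate for no effect and substrate without enzyme for full effect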
#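 Test system – LMPTP-A phosphatase enzyme · Quantity – 0.625 nM LMPTP-A final · Reagent – OMFP substrate, 400 µM final · Dosing – one test concentration per compound, 20 µM, with 3% DMSO overall · Timing – 50 min enzyme reaction at room temperature, protected from light · Detection – fluorescence intensity · Controls – substrate-only low control, DMSO enzyme-plus-substrate high control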
# Scp1 inh – inhibitors of human Scp-1 phosphatase; inhibition, % at 20 µM; hit rate 0.88% among 340,000; Recombinant Scp1, phosphopeptide, malachite green phosphate absorbance;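 active = inhibition above about 50% at 20 µM, limit read from the data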;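 also: plate controls were DMSO wells with enzyme for no effect and wells lacking enzyme for full effect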
#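 Test system: SCP-1 phosphatase catalytic domain, residues 76-261; measured by: colorimetric phosphate reagent with accelerator and stabiliser, absorbance at 630 nm; timing: enzyme reaction 45 min at room temperature, colour 5 min, stabilisation 30 min; also added: Phosphorylated 17-residue peptide substrate; compound dosing: one concentration, 20 µM, with 1.0% DMSO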
# Neddyl block – blocks human cullin neddylation | AID 651699 | calls only at 25 µM | hit rate 0.58% among 360,000 | TR-FRET cullin neddylation, biochemical | P61081+Q13564; in the data active = inhibition above about 36%
# STEP block – inhibitors of human striatal-enriched phosphatase STEP; recombinant STEP, OMFP fluorogenic substrate, fluorescence; hit rate 0.25% among 360,000; inhibition, % at 20 µM; P54829; AID 588621;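 active = inhibition at 20 µM, scaled per plate between control wells, above about 37%, limit read from the data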;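 also: 0% = DMSO with enzyme and substrate and 100% = substrate only without enzyme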
#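 System: STEP (striatal-enriched tyrosine phosphatase) enzyme, cell-free; medium: Bis-Tris pH 6.0 buffer with DTT, detergent; dosing: 20 µM, 1% DMSO; times: reaction 20 min, ambient temperature; detection: fluorescence, 480/540 nm; read-out basis: normalized % inhibition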
# NRP1-CendR mod – modulators of CendR peptide binding to human neuropilin-1. inhibition, % at 25 µM. FAM-RPARPAR peptide binding to NRP-1, fluorescence polarization. AID 602438. hit rate 0.85% among 360,000. O14786;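 active = inhibition or corrected inhibition above about 18%, plus a signal ratio from 0.5 to 1.5, limit read from the data, passing the limit was not always enough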; also: strong numbers were not always called active
# Target sequence (O14786 whole entry, looked up): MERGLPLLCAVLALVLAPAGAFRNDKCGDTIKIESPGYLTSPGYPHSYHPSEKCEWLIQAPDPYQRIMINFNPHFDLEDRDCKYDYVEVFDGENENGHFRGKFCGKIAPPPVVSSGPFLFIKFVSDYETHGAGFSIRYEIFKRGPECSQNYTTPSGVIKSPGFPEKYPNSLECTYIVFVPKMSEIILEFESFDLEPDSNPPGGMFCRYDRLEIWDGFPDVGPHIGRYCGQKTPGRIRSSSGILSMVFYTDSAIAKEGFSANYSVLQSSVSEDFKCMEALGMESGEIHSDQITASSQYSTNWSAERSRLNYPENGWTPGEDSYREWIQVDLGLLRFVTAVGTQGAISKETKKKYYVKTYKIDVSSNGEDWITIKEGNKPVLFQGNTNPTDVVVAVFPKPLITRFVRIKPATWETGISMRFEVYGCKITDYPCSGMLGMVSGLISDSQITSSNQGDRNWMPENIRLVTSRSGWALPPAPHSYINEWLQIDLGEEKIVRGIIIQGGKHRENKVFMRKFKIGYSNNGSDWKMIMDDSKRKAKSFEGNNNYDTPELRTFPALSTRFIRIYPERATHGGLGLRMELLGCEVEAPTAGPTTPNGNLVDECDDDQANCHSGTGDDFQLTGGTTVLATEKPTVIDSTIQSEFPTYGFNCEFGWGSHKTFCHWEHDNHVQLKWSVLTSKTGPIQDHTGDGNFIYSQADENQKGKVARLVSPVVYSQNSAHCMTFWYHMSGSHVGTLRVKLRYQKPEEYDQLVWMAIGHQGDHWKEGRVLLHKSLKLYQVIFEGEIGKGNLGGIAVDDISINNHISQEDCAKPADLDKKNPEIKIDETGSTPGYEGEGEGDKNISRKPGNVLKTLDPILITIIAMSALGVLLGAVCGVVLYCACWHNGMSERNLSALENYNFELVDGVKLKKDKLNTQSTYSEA
# * = called active by the depositor; i = inactive; · = no result given.
SMILES,SKN-1 inh,NadD block,TbMetRS inhib,SUMO1 PPI mod,DNMT1 block,LMPTP block,Scp1 inh,Neddyl block,STEP block,NRP1-CendR mod
CCOC(=O)CC[C@H](NC(=O)Cn1cc(C)c(=O)[nH]c1=O)C(=O)OCC,1,2,-1.0,-5,2,-1.4,1,i,-1,0
CC(C)CNS(=O)(=O)c1ccc(CCC(=O)NC2CCCC2)cc1,8,2,-0.2,1,0,0.4,-3,i,0,10
Cc1ccc(OCc2ccc(C(=O)Nc3nccs3)o2)cc1C,56*,-1,0.1,5,-7,-3.7,-2,i,4,0
CCN1CCN(C(c2cccs2)C(C)NC(=O)c2ccccc2)CC1 (stereo unspecified),-2,0,0.5,-1,9,-1.0,-1,i,-2,-5
O=C1N(Cc2cccc(Cl)c2)C[C@@H]2C[C@@H](c3ccccn3)N3CCC[C@@]123,-1,2,-0.1,39,-3,1.1,-13,i,2,-5
O=C(NNC(=O)c1cc(C(F)(F)F)cc(C(F)(F)F)c1)c1ccc(Cl)cc1,-7,-1,-0.6,-1,11,-2.1,-2,i,-1,-2
C=CCn1c(SCC(=O)Nc2nc3ccccc3s2)nc(O)c(CC)c1=O,14,-1,1.6,6,-40,-0.2,-11,i,2,-15
CCNC(=O)Cn1c(=O)c(=O)n(Cc2ccccc2)c2ccc(Cl)cc21,8,0,0.0,-3,4,0.1,-7,i,-3,-2
CCN(CC)C(=O)[C@H]1C[C@H](CC(=O)NC(C)(C)C)C(=O)N2CCc3c([nH]c4ccc(Cl)cc34)[C@]12C,-10,0,0.5,1,0,-1.5,-1,i,-3,0
C=CCn1c(Oc2ccc(C(=O)OC)cc2)nc2c1c(=O)n(C)c(=O)n2C,-2,2,-0.3,-2,1,-1.9,-2,i,0,-1
CC(C)Oc1ccc(C(=O)Nc2cccc3cccnc23)cc1,7,1,0.3,-2,0,1.1,-9,i,1,20
CN1CCN(C(=O)c2cc(Br)cn2C)CC1,8,-3,0.2,6,-6,-3.7,-12,i,-1,-7
COc1cc2c(c(OC)c1CC=C(C)C)C[C@H](c1ccc(O)cc1O)CO2,10,5,-0.2,9,-34,2.5,-1,i,-6,2
O=C(C1=C[C@@H](c2ccc3c(c2)OCO3)C[C@@H](OCCCCO)O1)N1CCN(Cc2ccc3c(c2)OCO3)CC1,3,2,18*,-1,-1,0.6,4,i,1,14
COc1cccc(CN2CCN(C(=O)c3cccc(OC)c3)CC2)c1,11,3,0.8,0,0,-0.9,-5,i,1,7
CCNC(=O)C1(C)CCN(Cc2ccc(OC(F)(F)F)cc2)C1 (stereo unspecified),12,-8,-0.2,-5,-8,-1.2,·,i,-3,3
CC1CC(C)CN(S(=O)(=O)N2CCCC(C(=O)NCCCN3CCOCC3)C2)C1 (stereo unspecified),-13,-6,0.0,2,2,-1.3,-6,i,2,14
COc1cccc(NC(=O)NNC(=O)c2ccc3c(c2)NC(=O)C(C)(C)O3)c1,40*,8,-0.5,2,-1,0.5,-3,i,0,7
NS(=O)(=O)c1ccc(CCNC(=O)CNC(=O)c2ccccc2F)cc1,23,1,0.6,0,0,-0.9,-5,i,1,-8
Cc1ccc(/C=N/NC(=O)Nc2ccccc2)o1,0,-4,-0.6,-5,4,-1.9,-7,i,-3,-7
Cc1ccc(/C=N/n2c(C)n[nH]c2=S)o1,-9,0,-0.6,1,1,-4.1,-7,i,-3,-9
NC(=S)Nc1nccc(-c2cccs2)n1,-2,0,0.2,-7,1,0.4,-8,i,1,-1
O=[N+]([O-])c1ccc2c(c1)C(O)n1ncnc1S2 (stereo unspecified),2,-4,1.0,-22,3,-0.5,-6,i,0,3
Cc1c(NC(=O)CN2C(=O)NC3(CCCCC3)C2=O)c(=O)n(-c2ccccc2)n1C,8,1,-0.5,3,0,-1.6,-1,i,1,-5
CCNC(=S)NNC(=O)c1ccc(OC)cc1,9,-1,-0.2,-4,-1,-0.7,-13,i,-2,6

# Full records, looked up by structure. Screens in order: SKN-1 inh	NadD block	TbMetRS inhib	SUMO1 PPI mod	DNMT1 block	LMPTP block	Scp1 inh	Neddyl block	STEP block	NRP1-CendR mod
# CN1CCN(C(=O)c2cc(Br)cn2C)CC1 as listed: 8	-3	0.2	6	-6	-3.7	-12	i	-1	-7
# COc1cccc(NC(=O)NNC(=O)c2ccc3c(c2)NC(=O)C(C)(C)O3)c1 as listed: 40*	8	-0.5	2	-1	0.5	-3	i	0	7
# O=C(NNC(=O)c1cc(C(F)(F)F)cc(C(F)(F)F)c1)c1ccc(Cl)cc1 as listed: -7	-1	-0.6	-1	11	-2.1	-2	i	-1	-2

# Back to the main list with the 2 entries that preceded the break.
SMILES,SKN-1 inh,NadD block,TbMetRS inhib,SUMO1 PPI mod,DNMT1 block,LMPTP block,Scp1 inh,Neddyl block,STEP block,NRP1-CendR mod
Cc1c(NC(=O)CN2C(=O)NC3(CCCCC3)C2=O)c(=O)n(-c2ccccc2)n1C,8,1,-0.5,3,0,-1.6,-1,i,1,-5
CCNC(=S)NNC(=O)c1ccc(OC)cc1,9,-1,-0.2,-4,-1,-0.7,-13,i,-2,6
CCOC(=O)C(CC)Sc1nc2c(cnn2-c2ccccc2)c(=O)[nH]1 (stereo unspecified),-13,-4,-0.4,9,1,-3.3,-12,i,4,-4
Cc1ccc(OCC(=O)Nc2cc(C(C)(C)C)on2)cc1C,-26,-8,-0.3,2,1,2.4,-10,i,3,17
O=C1NC2NC(=O)N(C(Cc3ccccc3)C(=O)O)C2N1 (stereo unspecified),-5,-5,-0.8,2,-2,-1.4,-5,i,-1,8
CC(=O)Nc1ccc(C=NNC(=O)c2ccc(NS(=O)(=O)c3cccs3)cc2)cc1,3,5,-0.1,-1,-1,20,48,i,28,-26
Cc1cccc(NC(=O)c2ccc3c(Cl)c4c(nc3c2)CCCC4)n1,6,-5,0.5,6,11,-1.7,-1,i,2,-13
Clc1cccc(CNc2nnnn2-c2ccccc2)c1,6,-9,2.9,2,0,-0.5,7,i,5,8
CCOc1cc(S(=O)(=O)NC2CCCCCC2)ccc1F,-20,-2,-0.3,6,-5,0.5,-10,i,1,4
CC(=O)c1ccc(S(=O)(=O)N2CCN(C(=O)c3ccccc3Cc3ccccc3)CC2)cc1,-1,8,-0.3,4,-2,0.2,-8,i,2,-6
CC(C)N1C(=O)CCC1C(=O)NCc1ccco1 (stereo unspecified),3,-3,-0.3,0,0,-1.2,-7,i,-5,0
CN(Cc1ccc(C#CCCO)cc1)CC1CCCN(CCc2ccc(Cl)cc2)C1 (stereo unspecified),-3,-5,0.9,0,-1,1.6,-4,i,-2,4
CN(Cc1cccs1)C(=O)c1ccc(S(=O)(=O)N2CCCCC2)cc1,1,3,-1.0,-3,2,1.4,-2,i,3,6
COc1ccccc1C(=O)Nc1nnc(-c2ccc(F)cc2)s1,15,-14,-0.4,-11,2,6.1,3,i,3,-13
CCOc1ccccc1-n1c(SCC(=O)N2CCOCC2)nnc1-c1ccccn1,-9,0,-0.2,1,3,-2.9,-5,i,-1,-15
COc1cc([N+](=O)[O-])ccc1N1C(=O)CC(Sc2nccc(C)n2)C1=O (stereo unspecified),-8,-5,-0.9,-23,3,0.1,-8,i,-1,18
O=C(c1ccccc1)N(Cc1cccc(Br)c1)C1CCS(=O)(=O)C1 (stereo unspecified),-7,-2,-0.3,3,0,-1.2,-14,i,-2,20
Cc1ccccc1CC1CCN(CCCNC(=O)Nc2ccccc2)CC1,-1,-9,-0.1,-2,-1,-3.1,-8,i,-2,13
O=C(CSc1ccc(-c2ccco2)nn1)Nc1ccc(F)cc1,-2,1,0.7,-8,-3,0.5,-2,i,1,13
Cn1cccc1-c1nc2ccc([N+](=O)[O-])cc2[nH]1,16,-4,1.0,-25,4,0.1,6,i,3,-11
COCCOC(=O)C1=C(C)NC(C)=C(C(=O)OC(C)C)C1c1cccc([N+](=O)[O-])c1 (stereo unspecified),-7,-2,-2.2,0,-1,0.8,-1,i,-6,1
Cc1cc(NS(=O)(=O)c2cccs2)no1,1,-1,0.1,-1,2,-2.2,-12,i,0,10
COc1ccc(N(C(=O)c2snc(C(N)=O)c2N)C(C(=O)NC2CCCC2)c2cccs2)cc1OC (stereo unspecified),17,-6,-0.7,9,29,0.6,-4,i,2,-28
COc1ccc(/C=C2\SC(=S)N(N3C(=O)CCC3=O)C2=O)cc1O,4,-11,0.6,-19,1,4.1,-12,i,1,36*
COC(=O)c1cc2oc3ccccc3c2n1Cc1ccccn1,-8,-5,0.1,-2,-3,0.9,1,i,1,6
Cc1cccc(NC(=S)NC(=O)CCc2ccccc2)c1C,4,-3,0.3,0,-3,1.2,-6,i,2,2
CC1CCCCC12NC(=O)N(CC(=O)Nc1cccc(S(=O)(=O)N3CCCCC3)c1)C2=O (stereo unspecified),-19,0,-0.2,2,-3,-0.8,3,i,0,5

# Following part:
SMILES,SKN-1 inh,NadD block,TbMetRS inhib,SUMO1 PPI mod,DNMT1 block,LMPTP block,Scp1 inh,Neddyl block,STEP block,NRP1-CendR mod
CCOC(=O)Nc1ccc(NC(=O)OCC)cc1,-2,11,-0.1,-2,4,-1.2,-5,i,1,1
CCn1c(SCC(=O)N(C)c2ccccc2)nc2c([nH]c3ccccc32)c1=O,-8,-1,-0.3,2,-2,-0.2,10,i,-2,5
O=C(NCCCNc1ccc(C(F)(F)F)cc1[N+](=O)[O-])c1ccc(Cl)cc1,8,-11,0.0,-14,-3,5.2,-14,i,1,-7
Brc1csc(C=Nc2ccc3c(c2)OCCOCCOCCOCCO3)c1,4,-2,-0.1,-12,-11,1.9,-8,i,0,-2
COc1ccc2c(c1)c(CC(=O)OCC(N)=O)c(C)n2C(=O)c1ccc(Cl)cc1,5,-12,0.1,2,-1,1.5,-7,i,-1,6
CSc1ncccc1C(=O)Nc1ccc2nc(C)sc2c1,10,2,0.3,3,0,-0.4,-4,i,-2,-5
N#Cc1nc(-c2ccc(F)cc2)oc1N1CCC(C(N)=O)CC1,-15,-1,-1.8,6,7,1.1,2,·,-4,1
COC(=O)c1ccc(/C=N/NC(=S)NCCN2CCOCC2)cc1,-25,0,-2.0,-8,6,-2.5,2,i,-2,2
C[C@H](NC(=O)[C@@H]1Cc2ccccc2CN1)C(=O)NC1CCCC1,21,3,0.0,0,1,-2.2,-2,i,2,-3
O=C(O)c1c2c(nc3ccccc13)/C(=C/c1cccc([N+](=O)[O-])c1)CCC2,3,12,-0.6,-12,-3,-1.2,-3,i,-1,11
CCC(C)Sc1ccc([C@@H]2[C@H]3C(=O)N(CC)C(=O)[C@H]3[C@]3(C(=O)OC)CCCN23)cc1OC (stereo partly specified),-3,7,-0.3,-3,-11,-0.9,0,i,-1,-6
CN(C)CCNC(=O)CNC(=S)N(Cc1ccccc1)Cc1ccccc1F,-4,-2,-0.3,6,1,-1.3,-5,i,-2,-6

# Assay outcomes (PubChem)
